Assay outcomes (PubChem)
KDM5B inhibitor: Primary screen for KDM5B Histone Demethylases FDH-coupled qHTS; Lysine-specific demethylase 5B (Homo sapiens), Q9UGL1; KDM5B demethylase, FDH-coupled NADH fluorescence (FDH is formaldehyde dehydrogenase); Potency, µM (series often up to 57.7 µM), for inactives: at the top dose activity change, negative = inhibition, hits mostly inhibitors; hit rate 2.6% among 220,000; AID 1347165, 2019; active = well fitted inhibition curve with a large enough effect; inconclusive = small, poorly fitted or top-dose-only effect; inactive = no such curve, though single readings can be large or run the other way; note: 0% is about no effect; nearly all actives have a fitted effect of over 70% in size
Target sequence (Q9UGL1 whole entry, looked up): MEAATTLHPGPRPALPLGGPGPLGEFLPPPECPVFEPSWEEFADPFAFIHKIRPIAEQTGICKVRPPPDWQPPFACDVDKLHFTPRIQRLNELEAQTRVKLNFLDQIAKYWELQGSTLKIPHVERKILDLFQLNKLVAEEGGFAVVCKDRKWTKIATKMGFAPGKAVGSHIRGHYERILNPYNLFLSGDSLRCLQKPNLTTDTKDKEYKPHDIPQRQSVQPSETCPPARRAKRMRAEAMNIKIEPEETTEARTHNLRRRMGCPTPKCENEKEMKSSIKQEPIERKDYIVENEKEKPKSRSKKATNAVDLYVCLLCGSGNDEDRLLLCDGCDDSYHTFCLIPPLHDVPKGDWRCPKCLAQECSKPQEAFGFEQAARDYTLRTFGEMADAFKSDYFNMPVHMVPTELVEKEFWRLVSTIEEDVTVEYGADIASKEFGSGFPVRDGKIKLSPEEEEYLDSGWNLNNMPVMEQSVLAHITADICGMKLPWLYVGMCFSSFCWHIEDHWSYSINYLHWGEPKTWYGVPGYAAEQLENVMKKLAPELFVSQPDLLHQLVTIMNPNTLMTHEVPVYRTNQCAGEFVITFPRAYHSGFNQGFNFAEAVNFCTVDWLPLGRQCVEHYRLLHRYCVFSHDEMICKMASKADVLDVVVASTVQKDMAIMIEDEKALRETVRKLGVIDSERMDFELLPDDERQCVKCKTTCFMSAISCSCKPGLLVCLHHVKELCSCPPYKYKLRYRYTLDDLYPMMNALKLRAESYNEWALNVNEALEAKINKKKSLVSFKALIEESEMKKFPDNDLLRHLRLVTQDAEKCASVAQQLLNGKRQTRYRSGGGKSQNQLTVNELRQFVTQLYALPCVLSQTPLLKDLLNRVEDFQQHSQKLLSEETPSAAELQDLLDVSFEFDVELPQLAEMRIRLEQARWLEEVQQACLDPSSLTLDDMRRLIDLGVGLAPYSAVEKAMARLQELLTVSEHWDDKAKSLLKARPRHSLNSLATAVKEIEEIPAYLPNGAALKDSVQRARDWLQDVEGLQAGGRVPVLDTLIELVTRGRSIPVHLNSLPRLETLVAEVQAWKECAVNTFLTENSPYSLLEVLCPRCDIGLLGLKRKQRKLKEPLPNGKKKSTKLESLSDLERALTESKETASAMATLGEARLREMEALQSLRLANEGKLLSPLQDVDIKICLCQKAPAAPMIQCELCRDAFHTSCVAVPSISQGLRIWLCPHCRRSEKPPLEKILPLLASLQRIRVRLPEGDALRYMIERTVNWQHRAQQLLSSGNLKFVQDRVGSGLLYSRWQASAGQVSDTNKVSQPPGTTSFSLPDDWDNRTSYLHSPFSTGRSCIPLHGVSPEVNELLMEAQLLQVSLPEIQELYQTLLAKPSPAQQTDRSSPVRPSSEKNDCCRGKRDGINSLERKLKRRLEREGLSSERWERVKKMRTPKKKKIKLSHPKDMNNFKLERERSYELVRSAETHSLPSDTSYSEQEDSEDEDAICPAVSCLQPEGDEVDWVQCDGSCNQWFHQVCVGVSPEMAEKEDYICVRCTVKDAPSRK
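Here, H3K4me3 peptide (12.5 µM in substrate mix) is demethylated by KDM5BΔAP, 200 nM final, after 10 min compound exposure. Formaldehyde product is coupled through FDH (0.25 U/mL in mix) to NADH fluorescence; 30-min ΔRFU feeds dose-response curves.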
* marks the source's active call; other numbers are inactive results; u = inconclusive; & = joins results of further samples; [ ] = remark or other dose. Potency is the fitted concentration of half-maximal effect. Not all compounds are listed (hit frequency here may not be typical).

SMILES	KDM5B inhibitor
Cc1cccc(-n2ncc3c2CCCC3NC(=O)CCC(F)(F)F)c1C (stereo not given)	22%
CCOC(=O)Cc1csc(NC(=O)Nc2ccc(OC(F)(F)F)cc2)n1	6%
COC(=O)c1cccc(CN2C(=O)SC(Nc3ccccc3C)C2=O)c1 (stereo not given)	-4%
CC(C)CNC(=O)CN(c1ccccc1)S(=O)(=O)c1ccccc1[N+](=O)[O-]	6%
Cc1ccccc1CC(=O)N1CCC2(CC1)NC(=O)N(c1ccccc1)N2	u
CCCS(=O)(=O)N1CCC2(CC1)C(OC)C(=O)N2CC1CC1 (stereo not given)	23%
O=C(NCCS(=O)(=O)N1CCN(c2ccc(F)cc2)CC1)C1CC(=O)N(c2ccccc2)C1 (stereo not given)	0%
CCn1c(=O)n(CC)c2cc(N3CCCC3)c(NC(=O)Nc3cc(C)cc(C)c3)cc21	-14%
CCOc1cccc(C(=O)Nc2cccc3ccc(C)nc23)c1	-12%
Cc1ccc2nc(-c3ccsc3)c(Nc3ccc(C(C)C)cc3)n2c1	0%
N#Cc1ccc(C(=O)N2CCCN(C(=O)c3cccnc3)CCC(=O)NCC2)cc1	1%
O=C(c1cnccn1)N1CCC(c2nc(C3CCOCC3)no2)CC1	-8%
COc1cccc(CN(C)C(C)c2cccs2)c1 (stereo not given)	11%[86.2 µM]
CC(NC(=O)Cn1c(=O)c2c(ncn2C2CCCC2)n(Cc2ccccc2)c1=O)c1cccs1 (stereo not given)	-12%
CCc1nc(-c2c3n(c(=O)n(Cc4ccccc4)c2=O)CCCCC3)no1	-29%
O=C(c1cccc([N+](=O)[O-])c1)N1c2nc(-c3ccco3)nn2C2(CCCCC2)[C@@H]2CCCC[C@@H]21	u
CCCc1cc(C(=O)Nc2ccc(F)c(Cl)c2)no1	-1%&11%
O=C(Cn1ccn2nc(-c3ccc(F)cc3)c(CO)c2c1=O)Nc1cccc(Br)c1	-32%
CSc1ccc(/C=C/c2nc(-c3ccc(F)cc3)cs2)cc1	-15%
CN(CC1CCOC1)C(=O)Nc1ccccc1F (stereo not given)	15%
c1ccc(Sc2ncccn2)nc1	5%
Cc1noc(C)c1S(=O)(=O)N(C)Cc1ccccc1C(F)(F)F	11%
COc1ccc(-c2ocnc2C(=O)Nc2ccc(C)cc2)cc1	14%
COC(=O)CSc1nc(N2CCCC2)c2c(c1C#N)CCCC2	-20%
COc1cccc(CNC(=O)CN(c2ccc(C)cc2)S(=O)(=O)N(C)C)c1OC	7%&2%
COc1nc2ccccc2nc1N1CCC(C(=O)Nc2cccc(F)c2)CC1	-16%
Cc1cc(C)c2c(c1)NC(=O)C2(O)CC(=O)c1cccs1 (stereo not given)	16%
C/C(=N/NC(=O)c1ccccn1)c1ccncc1	-2%
S=C(Nc1ccccc1)N1CCCN1c1ccccc1	-5%
Cc1ccsc1C(=O)Nc1ccc2c(N3CCCCC3)ncnc2c1	-13%
O=C(NCc1ccc(F)cc1)c1c(O)nc2ccccn2c1=O	u
Cc1ccc2c(n1)N(C)[C@H](CO)CCN(C1CCN(C)CC1)C2	u
COc1ccccc1CNC(=O)C(=O)NCC(c1ccco1)S(=O)(=O)c1ccc(F)cc1 (stereo not given)	-4%
CN1CCCCCCN(C(=O)c2cc(CN3CCOCC3)on2)[C@H]2CCC[C@H]2C1=O	-14%
Cc1ccnc2nc(NC(=O)c3ccccc3Cl)nn12	u
O=c1c2ccccc2nc(-c2ccc(Cl)cc2)n1CCCCOc1ccc(F)cc1	-9%
Cc1ccc(NC(=O)CN2C(=O)c3cccnc3Sc3ccccc32)c(Br)c1	0%
Cc1cc(C)n2nc(-c3ccc(Cl)cc3)nc2n1	-10%
CCOc1cc(S(=O)(=O)N2CCN(CCO)CC2)ccc1Cl	-17%
Cc1cc(C)cc(NC(=O)Cn2c(-c3cccc(Cl)c3)nc(C)c(CCO)c2=O)c1	0%
COC(=O)c1ccc(OC(=O)c2ccncc2)cc1O	u
COc1ccc(C2Cn3cnc(C(=O)N4CCC(C(=O)NC5CCCC5)CC4)c3CO2)cc1 (stereo not given)	-19%
CN(CCc1noc(COc2cccc(C(F)(F)F)c2)n1)C(=O)c1cccc(Cl)c1	10%
COCC[C@]1(O)CCN(C(=O)CCCc2ccccc2)C[C@H]1C	-8%
CCCCc1ccc(-c2csc(-c3nc(-c4ccc(C)cc4)c(C)s3)n2)cc1	5%
COc1ccc(N2CCN(C(=O)c3ccc(CS(=O)(=O)c4ccc(Br)cc4)o3)CC2)cc1	-26%
CC1=Nc2cc(C(=O)NC3CCCC3)ccc2Sc2ccc(Cl)cc21	-15%
COc1cc(/C=C/C(=O)Oc2ccc(-c3ccc(C)cc3)cc2)ccc1OCC#N	-18%
O=C(NC1CCN(c2ccc(F)cc2)C1=O)c1cccc(Br)c1 (stereo not given)	21%
COc1ccccc1C1=NOC(C(=O)NC(C)C)C1 (stereo not given)	-16%&-28%
COC(=O)c1cccc(COC(=O)c2cc(C(C)=O)c[nH]2)c1	16%
CC1CCN(S(=O)(=O)c2ccc3c(c2)N(CC(=O)NC(C)C)C(=O)CO3)CC1	-5%
COCCN1C(=O)CO[C@H]2CN(C3CCOCC3)C[C@H]21	-19%[115 µM]
Cc1csc(=NC(C)C)n1/N=C/C(C)c1ccccc1 (stereo not given)	-6%
O=C(c1ccncc1)N1CCCCC1c1noc(COc2ccc(F)cc2)n1 (stereo not given)	-16%
Cc1ccc(C(=O)N(CCCN(C)C)c2nc3ccc(Cl)cc3s2)cc1C	14%
CCS(=O)(=O)N1CCCC(CCC(=O)NCc2ccc(OC)cc2OC)C1 (stereo not given)	1%
CCOc1ccccc1CN1CCC2(Cc3ccccc3CNC2=O)C1 (stereo not given)	19%[149 µM]
CCN(CC)C(=O)COc1cc2oc(=O)cc(C)c2cc1Cl	u
O=C(O)/C=C/c1ccc(-n2ccnc2)cc1	34%
(continued)
SMILES	KDM5B inhibitor
COc1ccc2[nH]c(C)c(C(=O)CN3CCCC(C)C3)c2c1 (stereo not given)	-18%
CCC1CCc2c(sc(NC(=O)c3ccc(C)cc3)c2C#N)C1 (stereo not given)	24%
COc1ccccc1NC(=O)Cn1c(-c2cccc(Cl)c2)nc(C)c(CCO)c1=O	-4%
O=C(CC1=CCCCC1)N1C[C@@H](CO)[C@H](c2ccccn2)C1	15%
O=C(Cn1nc2c(cc1=O)CCCCC2)NCCc1nc2ccccc2[nH]1	-3%
COc1ccc(-c2nnc(SCc3nc4ccccc4o3)o2)c(OC)c1	-10%
Cc1ccc(NC(=O)CSc2nnc(-c3ccoc3C)n2CCCN(C)C)cc1Cl	15%
Cc1ccc(C)c(S(=O)(=O)Nc2ccc3sc(C)nc3c2)c1	5%
CC(C)c1ccc(NC(=O)c2ccc(Cn3nc(N4CCN(c5ccccc5)CC4)ccc3=O)o2)cc1	u
Cc1cc2ccccc2n1CC(=O)NC1CCN(C(C)(C)C)CC1	-7%
CC(C)Cn1c(SCc2cccc(F)c2)nc2ccsc2c1=O	-20%
Cc1cc(C)c(S(=O)(=O)N2CCOC2CNC(=O)C(=O)NCCCn2ccnc2)c(C)c1 (stereo not given)	-4%
CC1CCCCN1C(=O)CSc1nc2ccccc2c(=O)[nH]1 (stereo not given)	15%
COc1cccc(N2CC(NC(=O)c3cccs3)CC2=O)c1 (stereo not given)	-28%
CCCN(CCC)C(=O)COc1ccc2c(C)cc(=O)oc2c1	u
COCCCn1c(C)cc(C(=O)COC(=O)Cc2nn(C)c(=O)c3ccccc23)c1C	4%
COc1ccc(CNC(=O)N2CCCC(c3nn[nH]n3)C2)cc1 (stereo not given)	-29%
Cc1ccc(C2=[N+]([O-])C3(CCCC/C3=N\O)N(O)C2(C)C)o1 (stereo not given)	11%
COc1cccc(-c2ccc(=O)n(CC(=O)Nc3cc(Cl)c(OC)cc3OC)n2)c1	1%
O=C(C1CCOCC1)N1CCC(c2noc(-c3cnccn3)n2)C1 (stereo not given)	24%
Cc1csc(NC(=O)Cc2csc(-c3ccccc3Cl)n2)n1	20%
O=c1[nH]nc(SCc2ncc(-c3ccccc3)o2)n1CCc1ccccc1	4%
COc1ccc(CNC(=O)C[C@@H]2C[C@H]3O[C@H](CNCc4ccc(F)cc4)[C@@H](O)[C@H]3O2)cc1	-14%
Cc1ccc(/C=C(\C#N)C(=O)Nc2cccc(Br)c2)o1	13%
CCOc1ccc(CCNC(=O)CSCc2nc(-c3cccc(C)c3)oc2C)cc1OCC	21%
O=C(COc1ccccc1Cl)N1CCC(c2ccccc2)=N1	16%
CCCCC(CC)CNC(=O)CCC(=O)NC1CCCCCCCCCCC1 (stereo not given)	-5%
Cn1c(O)c(C2=Nc3ccccc3SC(c3cccc(O)c3)C2)c(=O)[nH]c1=O (stereo not given)	-3%
Cc1ccc(-c2nc(S(=O)(=O)c3ccc(F)cc3)c(N(C)C)o2)cc1	-10%
COc1ccc(-c2nc(CSCC(=O)NCc3ccccc3)c(C)o2)cc1OC	u
COc1ccc(-c2cc3ccc(OCC(=O)OC(C)C)cc3oc2=O)cc1OC	u
Cc1ccc(C)c(CN2C(=O)N(c3cc(Cl)ccc3C)S(=O)(=O)c3ccccc32)c1	2%
CC(C)C(=O)N1CC(=O)N(C2CCCCC2)CC(OCc2ccccc2)C1 (stereo not given)	-11%
O=C(CSc1nc2ccccc2c(=O)n1-c1ccc(F)cc1F)NC(=O)NC1CCCC1	15%
Cc1ccccc1CN(C)C(=O)Cn1cnc2c1c(=O)n(C)c(=O)n2C	15%
O=C(Nc1ccc(I)cc1)C1CC2CCC1C2 (stereo not given)	-16%
O=C(NCc1ccccc1)C(=O)NCC(c1ccco1)S(=O)(=O)c1ccc(Cl)cc1 (stereo not given)	-7%
COc1ccc(S(=O)(=O)N2CCCOC2CNC(=O)C(=O)NCc2ccccc2F)cc1C (stereo not given)	28%
Cn1cccc1C(=O)N1C[C@@H](CO)[C@H](c2ccncc2)C1	-6%
CCN(CC)S(=O)(=O)c1ccc(N/N=C(\C)c2cccnc2)nc1	19%
CC1CCN(C(=O)COc2ncnc3ccc(Br)cc23)CC1	19%
O=C(NCc1ccc(Cl)cc1)C1(c2cccs2)CCOCC1	-19%
Cc1cccc2c(=O)n(CC(=O)Nc3ccc4oc(C(C)C)nc4c3)cnc12	-10%
Cc1ccc(-c2cn3c(n2)CO[C@@H](CNC(C)C)C3)cc1	-7%[115 µM]
O=c1c2ccccc2ncn1Cc1coc(-c2cccs2)n1	15%
Cn1cc(CN2Cc3ccc(C(=O)Nc4ccc(F)cc4)cc3OCC2=O)cn1	-6%[86.2 µM]
O=C1c2ccccc2NC(c2ccccc2O)N1O (stereo not given)	u
COc1ccc(C(=O)N2CCC3(CC2)NC(=O)N(Cc2ccc(F)cc2)C3=O)cc1F	31%
COc1ccc2oc(=O)cc(CN3CCN(C(=O)c4cccc(C)c4)CC3)c2c1	-1%
O=C(Cn1c(=O)oc2ccccc21)NC1CCCN(CCCc2ccccc2)C1 (stereo not given)	-15%
CCN1CCN(CCCNC(=O)C2Cn3cccc3C(=O)N2C)CC1 (stereo not given)	5%
COc1ccc(Nc2nnc(SCC(=O)c3ccccc3)s2)cc1	-18%
CCc1ccccc1OCC(=O)c1ccc2c(c1)N(CCCC(=O)N1CCOCC1)C(=O)CO2	-16%
O=C(C1CCOCC1)N1CCOC[C@H](Oc2ccc(C(F)(F)F)cc2)C1	-14%[86.2 µM]
O=C(Cn1cccn1)N1CCCC(N2CCN(c3ccccc3F)CC2)C1 (stereo not given)	13%
CCOC(=O)CN1C(C(=O)c2ccccc2)=C(OC(=O)CC)c2ccccc2S1(=O)=O	1%

Taken from above, 17 compounds:
SMILES	KDM5B inhibitor
Cn1cccc1C(=O)N1C[C@@H](CO)[C@H](c2ccncc2)C1	-6%
CCN(CC)S(=O)(=O)c1ccc(N/N=C(\C)c2cccnc2)nc1	19%
CC1CCN(C(=O)COc2ncnc3ccc(Br)cc23)CC1	19%
O=C(NCc1ccc(Cl)cc1)C1(c2cccs2)CCOCC1	-19%
Cc1cccc2c(=O)n(CC(=O)Nc3ccc4oc(C(C)C)nc4c3)cnc12	-10%
Cc1ccc(-c2cn3c(n2)CO[C@@H](CNC(C)C)C3)cc1	-7%[115 µM]
O=c1c2ccccc2ncn1Cc1coc(-c2cccs2)n1	15%
Cn1cc(CN2Cc3ccc(C(=O)Nc4ccc(F)cc4)cc3OCC2=O)cn1	-6%[86.2 µM]
O=C1c2ccccc2NC(c2ccccc2O)N1O (stereo not given)	u
COc1ccc(C(=O)N2CCC3(CC2)NC(=O)N(Cc2ccc(F)cc2)C3=O)cc1F	31%
COc1ccc2oc(=O)cc(CN3CCN(C(=O)c4cccc(C)c4)CC3)c2c1	-1%
O=C(Cn1c(=O)oc2ccccc21)NC1CCCN(CCCc2ccccc2)C1 (stereo not given)	-15%
CCN1CCN(CCCNC(=O)C2Cn3cccc3C(=O)N2C)CC1 (stereo not given)	5%
COc1ccc(Nc2nnc(SCC(=O)c3ccccc3)s2)cc1	-18%
CCc1ccccc1OCC(=O)c1ccc2c(c1)N(CCCC(=O)N1CCOCC1)C(=O)CO2	-16%
O=C(C1CCOCC1)N1CCOC[C@H](Oc2ccc(C(F)(F)F)cc2)C1	-14%[86.2 µM]
O=C(Cn1cccn1)N1CCCC(N2CCN(c3ccccc3F)CC2)C1 (stereo not given)	13%
